SRC2 TRFRET art: flags TR-FRET format artefacts in PPARgamma SRC-2 recruitment agonist screen | hit rate 0.4% among 200,000 | TR-FRET ratio at 8 µM | TR-FRET artefact counter-screen; active compounds read high | AID 1049; in the data active means TR-FRET ratio above about 2000; further: inactives centre near 1500
bIAP activator: increases bovine intestinal alkaline phosphatase activity; AID 1016; activation factor at 20 µM; hit rate 0.17% among 200,000; purified bovine IAP, CDP-star luminescence, 30 min; active compounds read high; fold of DMSO-control signal, blank-subtracted;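 active means activation factor of 2 or more at 20 µM, a signal rise over negative controls twice the positive control's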
PPARg SRC-3 ag: PPARgamma-driven SRC-3 recruitment agonism. P37231. hit rate 0.26% among 200,000. activation, % at 8 µM. AID 731. biochemical PPARgamma/SRC-3 coactivator recruitment assay; in the data active means activation above about 23%;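 further: 0% = DMSO and 100% = reference agonist; some compounds past the cut are filed as inactive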
Target sequence (P37231 whole entry, looked up): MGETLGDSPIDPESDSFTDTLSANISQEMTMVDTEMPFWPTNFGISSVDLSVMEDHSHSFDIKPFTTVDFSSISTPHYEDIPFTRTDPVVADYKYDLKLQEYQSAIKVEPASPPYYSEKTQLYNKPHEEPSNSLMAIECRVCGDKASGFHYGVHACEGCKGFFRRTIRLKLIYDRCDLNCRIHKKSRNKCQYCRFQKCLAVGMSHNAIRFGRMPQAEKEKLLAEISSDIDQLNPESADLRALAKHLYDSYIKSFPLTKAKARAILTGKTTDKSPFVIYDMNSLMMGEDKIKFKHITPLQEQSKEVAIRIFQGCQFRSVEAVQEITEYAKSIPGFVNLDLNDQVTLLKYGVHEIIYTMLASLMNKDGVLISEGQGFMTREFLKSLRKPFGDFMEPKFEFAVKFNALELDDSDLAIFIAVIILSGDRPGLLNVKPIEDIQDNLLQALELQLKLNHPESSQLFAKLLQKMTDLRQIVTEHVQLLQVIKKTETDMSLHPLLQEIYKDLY
TNAP inh hi DEA: blocks human TNAP under high phosphate acceptor concentration. hit rate 0.03% among 200,000. inhibition, % at 20 µM. purified TNAP, CDP-star luminescence, 1 M DEA. AID 1135;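 active means over 50% inhibition of tissue-nonspecific alkaline phosphatase at 20 µM in the single-dose screen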;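 further: plate controls were DMSO wells for no effect and EDTA-quenched wells as full inhibition for full effect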
TNAP inh no acc: blocks human TNAP activity with no phosphate acceptor present. P05186. purified TNAP, CDP-star luminescence, 30 min. inhibition, % at 20 µM. hit rate 0.26% among 200,000. AID 1012;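 active means tissue-nonspecific alkaline phosphatase inhibition above about 50% at 20 µM in the single-dose screen, limit read from the data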;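 further: 0% = DMSO negative control and 100% = EDTA positive control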
PPARg SRC1 recr: promotes SRC-1 coactivator recruitment by human PPARgamma. PPARgamma-SRC-1 coactivator recruitment biochemical assay. hit rate 0.41% among 200,000. AID 631. activation, % at 8 µM; in the data active means activation above about 19%;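 further: 0% = DMSO and 100% = reference agonist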
PPARg SRC-2 ag: agonists of SRC-2 recruitment by human PPARgamma; P37231; PPARgamma LBD-SRC-2 recruitment, biochemical; activation, % at 8 µM; hit rate 0.34% among 200,000; AID 1032; in the data active means activation above about 22%;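 further: 0% = vehicle and 100% = reference agonist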
HMGR II inh: E. faecalis class II HMG-CoA reductase inhibition; AID 1066; inhibition, % at 10 µM; purified E. faecalis HMGR, NADPH absorbance 340 nm kinetic; hit rate 0.41% among 190,000;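 active means inhibition above a set limit, the median over all tested compounds plus 3 SD, cut at about 9.5% in these data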;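 further: enzyme runs in reverse so mevalonate oxidation gives rising NADPH absorbance; 0% = complete reaction with DMSO and 100% = background rate lacking mevalonate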
bIAP inh: intestinal alkaline phosphatase (bovine) inhibition; purified bovine IAP, CDP-star luminescence, 30 min; inhibition, % at 20 µM; 190,000 tested, under 10 active; AID 1019;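 active means over 50% inhibition of intestinal alkaline phosphatase at 20 µM in the single-dose screen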
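Incubation: 30 min reaction at room temperature / Material: purified bovine intestinal alkaline phosphatase (IAP) enzyme / Input: enzyme at 1/65,000,000 dilution / Dosing: 20 µM single dose / Signal: CDP-star luminescence signal / Reagent: CDP-star chemiluminescent phosphatase substrate, 30 µM final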
TNAP act hiacc: TNAP (human) activation, high acceptor; P05186; purified TNAP, CDP-star luminescence, 1 M DEA, 30 min; active compounds read high; 0 = EDTA background, 1 = DMSO-only activity; activation factor at 20 µM; 200,000 tested, under 10 active;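 active means activation factor at least 2 at 20 µM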
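Control set: EDTA negative control, DMSO positive control / Assay system: human TNAP / Quantity: TNAP 1/800 final / Evaluation: TNAP activation factor scaled between EDTA and DMSO control wells / Measured by: luminescent substrate turnover signal / Compound dosing: one dose, 20 µM / Times: 30 min enzyme reaction at room temperature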
An asterisk follows results filed as active; · = no result given.

Compound	SRC2 TRFRET art	bIAP activator	PPARg SRC-3 ag	TNAP inh hi DEA	TNAP inh no acc	PPARg SRC1 recr	PPARg SRC-2 ag	HMGR II inh	bIAP inh	TNAP act hiacc
COc1cccc(Nc2c3c(nc4c(-c5ccccc5)c(C)nn24)CCC3)c1	1765	0.7	7	-4	-16	5	6	1	27	1
CCOC(=O)C(=Cc1ccc(F)cc1)C(=O)OCC	1382	1	-1	-8	-4	-1	3	-6	4	1.1
CCN(CC)C(=O)CSc1nc2ccccc2n1CC(=O)N1CCN(c2ccccc2OC)CC1	1546	1	13	-6	-2	7	8	3	5	1.1
COC(=O)Nc1ccc(S(=O)(=O)N2CCCCC2C(=O)NCc2ccco2)cc1 (stereo not given)	1360	0.9	-1	-2	-18	-1	0	-5	8	1
COc1ccc(C(=O)N2CCCC(c3nc(-c4cccs4)no3)C2)cc1OC (stereo not given)	1243	1	-1	-12	-5	-3	-2	-1	-3	1.1
O=C(NCCN1CCOCC1)c1c(F)c(F)c(F)c(F)c1F	1576	1	6	-5	-13	2	17	0	1	1
Cc1cc(NC(=S)Nc2cccnc2)ccc1Br	1596	0.8	5	-4	0	8	11	2	21	1
CCOc1ccc2c(c1)OC(c1ccc(C)cc1)(C(F)(F)F)NC2=O (stereo not given)	1889	1	5	-7	-7	4	6	-1	-4	1.1
CC1CN(S(=O)(=O)c2cccc(-c3cn4ccccc4n3)c2)CC(C)O1 (stereo not given)	1635	1.1	5	-2	-10	4	2	-2	-6	1
CCc1ccc(NC(=S)NC2CCN(Cc3ccccc3)CC2)cc1	1543	0.9	1	-4	-21	-8	2	-2	5	1
O=C(Nc1nnc(C2CC2)s1)C1CCCCN1S(=O)(=O)c1ccccc1 (stereo not given)	1635	1.1	2	-2	-10	7	8	-3	-7	1
O=C(O)CCSc1nnc(CNc2ccc(Cl)cc2)n1Cc1ccccc1	1511	1	5	-1	-3	2	-6	-1	0	1
O=c1oc(-c2ccccc2)nc2ccsc12	1585	0.9	9	-5	-8	6	8	-1	6	1.1
CCN(CC)C(=O)C(=O)c1cccn1-c1c(Cl)cccc1C#N	1503	1	7	-7	-9	4	0	0	2	1.1
COc1ccc(Oc2nccc(-c3ccc(F)cc3)c2C#N)cc1	1439	0.9	4	-1	-8	0	2	-2	14	1
O=c1c2ccsc2ncn1Cc1ccccc1F	1752	0.9	-4	-5	-15	-3	-1	0	7	1
CCOC(=O)Cn1c(C)cc(COC)c(C#N)c1=O	1550	1	2	-7	-11	-2	9	-1	1	1.1
Cc1ccc(C(=O)COC(=O)c2cc(=O)[nH]c3ccccc23)cc1C	1664	1	5	0	-4	6	-4	-5	-2	1
CCCCN(CCCC)Cc1ccc(C(=O)NNC(=O)Nc2ccc(Cl)cc2)o1	1463	1.1	-6	-1	-83	-4	-7	-5	-9	1
Cc1cc(SCC(=O)O)nc2ccccc12	1354	1	-1	1	-11	-4	2	2	-5	1
N[C@@H](Cc1ccc(O)cc1)c1nnc([C@H](CO)NC(=O)C2CCNCC2)o1	1456	1	2	-5	0	8	6	-1	-2	1.1
CC1CCCC(C(=O)O)N1C(=O)CCSC(=O)c1ccccc1 (stereo not given)	1448	1	4	-2	-8	-4	1	-2	0	1
COc1cc(NC(=O)CC(C)C)ccc1NC(=O)c1ccco1	1681	·	9	·	·	-5	12	·	·	·
COCCN(C(=O)/C=C/c1ccccc1)c1nnc(-c2cccnc2)s1	1591	0.9	0	-2	-5	4	6	3	13	1
CCOc1ccccc1CNc1ccc(O)cc1	1531	1	6	10	1	2	-2	2	-1	0.9
c1ccc(CSc2ncccn2)cc1	1604	0.9	1	-1	-12	4	-2	-2	10	1
CCC(C)NC(=O)c1ccccc1NC(=O)Nc1ccccc1 (stereo not given)	1510	0.9	8	-4	-12	-2	0	1	7	1
CCC(=O)n1nc(-c2cccnc2)nc1NCc1cccs1	1585	1.1	0	4	69*	7	2	-6	-8	1
CN1CCN(S(=O)(=O)c2ccc(N)cc2)CC1	1527	0.8	9	-5	-10	-2	3	-6	18	1.1
COc1ccc(NC(=O)c2ccccc2NC(=O)COc2ccccc2)cc1	1245	0.8	-13	-5	-13	-8	-10	0	15	1
CCC1C(C#N)=C(SC)NC2=C1C(=O)CC(C)(C)C2 (stereo not given)	1628	0.8	1	-5	-14	13	-7	-3	25	1.1
COc1cc(C2NC(=O)NC(O)(C(F)(F)F)C2C(=O)c2ccc(Cl)cc2)ccc1O (stereo not given)	1505	1	9	0	-7	6	13	3	0	1
Cc1ccc(SCC(=O)Nc2ccc(N3CCN(C)CC3)c(F)c2)c(C)c1	1401	1.3	-6	-7	-14	0	2	-8	-28	1.1
CCN1CCN(C(c2cccs2)C(C)NS(=O)(=O)c2ccccc2)CC1 (stereo not given)	1674	1.1	5	-5	-11	5	1	0	-6	1
N#Cc1c(SCC(N)=O)nsc1SCc1ccccc1Cl	1589	1	5	-2	-6	-1	4	-4	-3	1
Cc1ccc(-c2nnn(CC(=O)N(Cc3cccs3)C(C(=O)NC(C)(C)C)c3ccco3)n2)o1 (stereo not given)	1629	1	-9	-3	-7	4	-2	0	-2	1
N#Cc1c(N2C(=O)Nc3ccccc3N2O)sc2c1CCCC2	1584	1	6	-3	-13	1	2	1	4	1
COc1cccc(-c2nc3n(n2)C(c2cccs2)C(C(=O)Nc2cccnc2)=C(C)N3)c1 (stereo not given)	1539	1.1	6	1	3	6	4	2	-10	1
CCc1nc(NCc2ccc3c(c2)OCO3)c2oc3ccccc3c2n1	1639	1.1	10	-3	1	4	10	-7	-10	1
CCCCCC(=O)N1CCN(CCN=CC2=C(O)CC(c3ccc(OC)cc3)CC2=O)CC1 (stereo not given)	1556	0.9	4	-2	-4	4	-3	-2	6	1
CCOC(=O)Cc1nnc(NC(=O)CSc2ncc(-c3ccccc3)nn2)s1	1412	0.9	1	1	-5	-4	-8	-1	7	1
COc1ccc(Br)cc1C(=O)Nc1cccc(-c2nnc(-c3ccco3)o2)c1	1473	·	-6	·	·	8	-6	·	·	·
CCOC(=O)c1cc(C)nn1-c1nc(Cl)cc(OC)n1	1499	1.1	-1	1	-2	0	-3	2	-8	1
O=c1[nH]c(CN(CCc2ccccc2)S(=O)(=O)c2ccc(Cl)cc2)nc2ccccc12	1485	0.9	2	1	-7	-5	2	0	13	1
Cn1c(=O)c2c(nc(NCc3ccco3)n2CC(O)COc2ccccc2)n(C)c1=O (stereo not given)	1494	1	-1	-8	-14	-3	4	-2	-1	1.1
CN(C)C(C)(C)C#CCC(c1ccccc1)c1ccccc1	1579	1	-1	-1	-33	-6	3	0	5	1
CC(=O)c1cccc(-n2nnnc2SCC(=O)NNC(=O)C2CCCCC2)c1	1691	1.2	2	-1	-70	8	11	-1	-23	1
O=C1CCCC/C1=C/Nc1ccc(C(=O)O)cc1	1556	0.9	6	3	-6	-3	6	2	12	1
CC(OC(=O)c1cccnc1Cl)C(=O)Nc1ccc(S(N)(=O)=O)cc1 (stereo not given)	1663	1	4	-5	-1	6	0	1	-4	1.1
Cc1nc(NC(=O)CCC(=O)O)sc1C(=O)N(C)C	1543	1	14	-7	-14	9	0	-1	0	1.1
CCn1c(COc2ccc(C)cc2)nnc1SCc1ccc(C#N)cc1	1491	0.9	0	-4	-7	-4	0	-1	7	1
O=C(CCN1C(=O)c2ccccc2C1=O)C1=NN[C@@H]2C(=O)N(c3ccc(F)cc3)C(=O)[C@H]12	1579	1	1	-5	-10	4	0	-3	4	1
COc1ccc(N(CC(=O)N/N=C/c2cc3ccc(OC)cc3nc2Cl)S(=O)(=O)c2ccccc2)cc1	1781	0.9	2	-1	-4	1	14	-4	8	1
CC(C)OC(=O)NCCOC(=O)Nc1cccc(Cl)c1	1769	0.9	3	-5	-6	11	6	0	14	1
CN(C)c1nc(Oc2ccc(C(=O)OCC(=O)Nc3ccccc3)cc2)nc(N(C)C)n1	1666	1	6	-8	-12	2	-5	0	-2	1.1
Cc1cccc(N2C(=O)CC(N3CCOCC3)C2=O)c1 (stereo not given)	1415	0.9	-6	-5	-14	3	8	-7	10	1.1
CCOC(=O)N1CCC(NC(=O)CSc2cc(=O)n(CC)c3ccccc23)CC1	2762*	1	45*	-3	-19	55*	48*	1	2	1
COc1cc2c(cc1OC)C(C(=O)NCc1ccco1)C(c1cccs1)N(C)C2=O (stereo not given)	1401	1	-8	-2	-2	-2	-2	-4	-3	1

Among those listed so far, two contain a CF3 group.
Compound	SRC2 TRFRET art	bIAP activator	PPARg SRC-3 ag	TNAP inh hi DEA	TNAP inh no acc	PPARg SRC1 recr	PPARg SRC-2 ag	HMGR II inh	bIAP inh	TNAP act hiacc
CCOc1ccc2c(c1)OC(c1ccc(C)cc1)(C(F)(F)F)NC2=O (stereo not given)	1889	1	5	-7	-7	4	6	-1	-4	1.1
COc1cc(C2NC(=O)NC(O)(C(F)(F)F)C2C(=O)c2ccc(Cl)cc2)ccc1O (stereo not given)	1505	1	9	0	-7	6	13	3	0	1

Compounds were not picked by outcome (roughly 1.6% active in at least one column).
